tim23-1 inh: inhibits growth of tim23-1 mutant yeast; S. cerevisiae tim23-1 growth, BacTiter-Glo luminescence, 24 h; inhibition, % at 20 µM; 330,000 tested, 1.3% active;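 active = growth inhibition of the mutant yeast at or above 50%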;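 note: temperature-sensitive mutant grown at 25 °C; plate controls were DMSO-treated mutant yeast for no effect and medium wells lacking yeast for full effect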
APJ antag: antagonists of human APJ apelin receptor | inhibition, % at 20 µM | P35414 | AID 2521 | 330,000 tested, 0.32% active | CHO-K1 APJ beta-arrestin complementation, luminescence;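 active = inhibition above about 40% at 20 µM, limit read from the data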;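 note: cells challenged with 10 nM apelin-13 agonist together with compound; plate controls were apelin-13 plus DMSO wells for no effect and DMSO wells lacking apelin-13 for full effect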
Target sequence (P35414 whole entry, looked up): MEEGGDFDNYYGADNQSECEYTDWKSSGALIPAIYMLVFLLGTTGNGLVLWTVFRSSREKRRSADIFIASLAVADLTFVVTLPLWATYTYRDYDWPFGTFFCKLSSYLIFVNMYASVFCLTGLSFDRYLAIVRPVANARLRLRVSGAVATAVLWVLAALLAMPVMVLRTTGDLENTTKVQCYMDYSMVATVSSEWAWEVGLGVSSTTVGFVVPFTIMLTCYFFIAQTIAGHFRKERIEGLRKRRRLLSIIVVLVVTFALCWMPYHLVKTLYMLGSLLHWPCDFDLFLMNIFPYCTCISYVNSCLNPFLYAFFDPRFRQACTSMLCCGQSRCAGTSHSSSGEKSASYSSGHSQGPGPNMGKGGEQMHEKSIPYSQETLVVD
TIM10 inh: growth inhibitors of TIM10 yeast strain; S. cerevisiae TIM10 strain growth, BacTiter-Glo luminescence, 24 h; 330,000 tested, 1.4% active; inhibition, % at 10 µM;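 active = inhibition of 40% or more at the single tested concentration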;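 note: wild-type TIM10 isogenic control strain grown at permissive 25 °C; 0% = DMSO yeast wells and 100% = minimal medium wells without yeast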
CXCR6 inh: blocks human CXCR6 beta-arrestin recruitment; O00574; CHO-K1 PathHunter CXCR6 beta-arrestin, luminescence; inhibition, % at 20 µM; 360,000 tested, 0.36% active; AID 602244; in the data active = inhibition above about 34%, passing the limit was not always enough;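 note: antagonist mode with CXCL16 agonist at 10 nM final; 0% = 10 nM CXCL16 with DMSO and 100% = unstimulated wells without agonist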
Target sequence (O00574 whole entry, looked up): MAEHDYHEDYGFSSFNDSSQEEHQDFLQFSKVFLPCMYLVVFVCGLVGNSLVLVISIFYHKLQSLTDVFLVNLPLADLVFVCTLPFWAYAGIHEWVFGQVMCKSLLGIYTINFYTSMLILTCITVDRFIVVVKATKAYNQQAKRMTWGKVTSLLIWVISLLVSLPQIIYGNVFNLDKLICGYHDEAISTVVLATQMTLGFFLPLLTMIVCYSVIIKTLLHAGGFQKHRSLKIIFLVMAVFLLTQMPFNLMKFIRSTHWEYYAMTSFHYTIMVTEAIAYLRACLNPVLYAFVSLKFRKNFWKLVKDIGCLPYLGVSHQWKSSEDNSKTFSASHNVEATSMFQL
CHOP UPR activ: activators of apoptotic arm of unfolded protein response (CHOP); CHO-CHOP luciferase reporter, UPR activation, luminescence; percent of tunicamycin response over DMSO baseline; activation, % at 10 µM; 330,000 tested, 0.34% active; AID 449763;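 active = at 10 µM dose, activation of 40% or more, normalized to positive control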;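 note: 100% = tunicamycin at 10 µg/mL and 0% = DMSO alone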
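Assay system: CHO-CHOP cells, stable luciferase reporter of PERK-eIF2a-CHOP signalling / Buffer or medium: F12 plus 10% serum / Compound dosing: one dose, 10 µM in 0.5% DMSO / Times: 6 h compound treatment, 37 °C / Technique: luciferase luminescence / Read-out: % reporter activation, DMSO baseline versus tunicamycin full activation / Benchmarks: tunicamycin and DMSO controls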
APJ agonist: activates the human apelin receptor APJ; 330,000 tested, 0.11% active; CHO-K1 APJ PathHunter beta-arrestin, luminescence; 0% DMSO wells, 100% apelin; activation, % at 20 µM;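 active = activation more than six SD over the plate average, tested at 20 µM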;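 note: 0% = DMSO alone and 100% = apelin-13 at 10 nM; some results filed as inactive read as strong as hits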
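Assay system: engineered CHO-K1 APJ arrestin reporter cells; Amount: 1000 CHO-K1 reporter cells seeded per well; Dosing: one dose, 20 µM compound, 1% DMSO; Times: compound stimulation 90 min at 25 °C, detection 60 min; Measured by: luminescent beta-gal fragment complementation, chemiluminescent substrate; Read-out: APJ–arrestin association signal; Controls: DMSO vs Apelin-13 10 nM.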
Mdm2 MdmX PPI: disrupts the human Mdm2-MdmX interaction; AID 485346; inhibition, % at 8 µM; 330,000 tested, 3% active; SaOS-2 split-luciferase Mdm2/MdmX complementation, luminescence;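 active = inhibition of at least 50% at 8 µM in the primary screen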
XBP1 UPR activ: adaptive UPR (XBP1) activation. 330,000 tested, 0.33% active. CHO-XBP1 luciferase reporter, IRE1-XBP1 UPR activation, luminescence; percent of tunicamycin response, DMSO as zero. activation, % at 20 µM;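 active = versus positive control, 20 µM dose yields 30% or more activation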;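 note: 100% = tunicamycin at 10 µg/mL and 0% = DMSO only wells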
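Material: CHO cell line with stable XBP1 luciferase reporter; schedule: 16-18 h cell attachment at 37 °C, then 6 h compound exposure; signal: glow luminescence from Steady-Glo reagent; medium: serum-containing F12 medium, 10% FBS; benchmarks: tunicamycin 10 µg/mL and vehicle-only wells; read-out: percent activation relative to tunicamycin reference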
tim10-1 inh: growth inhibitors of tim10-1 mutant yeast. S. cerevisiae tim10-1 ts strain growth, BacTiter-Glo, 24 h. inhibition, % at 20 µM. 330,000 tested, 2.2% active. AID 463190;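 active = inhibition of at least 40%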;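 note: mutant grown at 25 °C; 0% = DMSO wells with yeast and 100% = wells holding no yeast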
* marks the source's active call; other numbers are inactive results. A portion of the library; rates above refer to the full screens.

Screening Cc1ccc(C)c(S(=O)(=O)N2CCN(C(=O)CSc3ccccc3)CC2)c1 returned tim23-1 inh 50, APJ antag 3, TIM10 inh 30, CXCR6 inh 11, CHOP UPR activ -0.5, APJ agonist 2, Mdm2 MdmX PPI -10, XBP1 UPR activ -6 and tim10-1 inh 34.
For C[C@@H]1C(=O)O[C@H]2C[C@@]34[C@H]5C[C@@H](C(C)(C)C)[C@]36[C@@H](OC(=O)[C@@H]6O)O[C@@]4(C(=O)O5)[C@]21O the results were tim23-1 inh 3, APJ antag 3, TIM10 inh 11, CXCR6 inh 4, CHOP UPR activ 1.1, APJ agonist -2, Mdm2 MdmX PPI -4, XBP1 UPR activ 6 and tim10-1 inh -4.
`FC(F)(F)c1cc(CCN2CCNC[C@@H]2CC2CCCCC2)cc(C(F)(F)F)c1` gave tim23-1 inh 65*, APJ antag 6, TIM10 inh 11, CXCR6 inh 17, CHOP UPR activ 28, APJ agonist -4, Mdm2 MdmX PPI 100*, XBP1 UPR activ -8 and tim10-1 inh -10.
CN(C)C(=O)c1cc(C(=O)c2c(F)cccc2F)c[nH]1 was read as tim23-1 inh -14, APJ antag -3, TIM10 inh -26, CXCR6 inh -4, CHOP UPR activ 3.7, APJ agonist -4, Mdm2 MdmX PPI -15, XBP1 UPR activ 4 and tim10-1 inh -4.
`CN(C)C(=O)C(=O)c1cccn1-c1ccccc1C#N` gave tim23-1 inh 37, APJ antag 8, TIM10 inh 17, CXCR6 inh -3, CHOP UPR activ 0.3, APJ agonist -2, Mdm2 MdmX PPI 0, XBP1 UPR activ -1 and tim10-1 inh 7.
`O=C1OCCC1Sc1nc2ccccc2c(=O)n1Cc1ccccc1` (stereo not drawn) gave tim23-1 inh -2, APJ antag -5, TIM10 inh -16, CXCR6 inh -1, CHOP UPR activ -0.9, APJ agonist -2, Mdm2 MdmX PPI 9, XBP1 UPR activ -2 and tim10-1 inh 11.
CCC(C)(C)NC(=O)C(c1cccn1C)N(C(=O)Cn1nnc2ccccc21)c1ccc(OC)cc1OC (stereo not drawn) was read as tim23-1 inh 7, APJ antag -3, TIM10 inh 17, CXCR6 inh -4, CHOP UPR activ 1.0, APJ agonist -3, Mdm2 MdmX PPI 34, XBP1 UPR activ 3 and tim10-1 inh 15.
CN(C)c1ccc(CNn2cnnc2SCC(=O)NC(C)(C)C)cc1 was read as tim23-1 inh 16, APJ antag -6, TIM10 inh 15, CXCR6 inh 2, CHOP UPR activ -0.1, APJ agonist -2, Mdm2 MdmX PPI -34, XBP1 UPR activ 1 and tim10-1 inh 3.
O=S(=O)(Cc1cc(Sc2ccccc2)nc(-c2ccccc2)n1)c1ccccc1 was read as tim23-1 inh 19, APJ antag -6, TIM10 inh 7, CXCR6 inh 7, CHOP UPR activ 1.0, APJ agonist -3, Mdm2 MdmX PPI 17, XBP1 UPR activ -3 and tim10-1 inh 24.
CCN(CC)c1ccc(/C=N/n2c(=S)[nH]nc(C)c2=O)cc1 was read as tim23-1 inh 16, APJ antag 7, TIM10 inh 4, CXCR6 inh -3, CHOP UPR activ -2.8, APJ agonist -4, Mdm2 MdmX PPI -9, XBP1 UPR activ -4 and tim10-1 inh 18.
`O=C(CN1CCOCC1)NN1CC(=O)N(c2ccc(Cl)cc2)CC1=O` gave tim23-1 inh 0, APJ antag 18, TIM10 inh 1, CXCR6 inh -3, CHOP UPR activ -0.5, APJ agonist -2, Mdm2 MdmX PPI -11, XBP1 UPR activ 21 and tim10-1 inh -9.
For NC(=O)C1CCN(C(=O)c2ccc3ccccc3c2)CC1 the results were tim23-1 inh 3, APJ antag 23, TIM10 inh 0, CXCR6 inh -3, CHOP UPR activ 3.6, APJ agonist 0, Mdm2 MdmX PPI 4, XBP1 UPR activ -2 and tim10-1 inh -5.
`c1ccc(-c2ccccn2)nc1` gave tim23-1 inh 18, APJ antag -4, TIM10 inh 11, CXCR6 inh 1, CHOP UPR activ 1.3, APJ agonist 3, Mdm2 MdmX PPI -12, XBP1 UPR activ -8 and tim10-1 inh 2.
Screening Cc1ccc(C(=O)NC2CC(C)(C)NC(C)(C)C2)cc1 returned tim23-1 inh 9, APJ antag 13, TIM10 inh -9, CXCR6 inh 6, CHOP UPR activ 0.0, APJ agonist -3, Mdm2 MdmX PPI 14, XBP1 UPR activ -4 and tim10-1 inh 8.
For CN1CCN(C(=O)CN(CCc2ccccc2)S(C)(=O)=O)CC1 the results were tim23-1 inh -14, APJ antag -15, TIM10 inh -6, CXCR6 inh -2, CHOP UPR activ -1.0, APJ agonist -6, Mdm2 MdmX PPI 16, XBP1 UPR activ -1 and tim10-1 inh -7.
O=C(NCCCNC(=O)c1cncc(O)c1)c1cncc(O)c1 was read as tim23-1 inh 8, APJ antag -13, TIM10 inh -11, CXCR6 inh -4, CHOP UPR activ 1.2, APJ agonist -3, Mdm2 MdmX PPI 5, XBP1 UPR activ 0 and tim10-1 inh 1.
O=C(CCN1C(=O)/C(=C/c2cccc(Br)c2)SC1=S)NNC(=O)c1cccnc1 was read as tim23-1 inh -14, APJ antag 1, TIM10 inh 6, CXCR6 inh 2, CHOP UPR activ 3.2, APJ agonist 0, Mdm2 MdmX PPI 8, XBP1 UPR activ 2 and tim10-1 inh -2.
`CC(=O)Nc1ccc(NC(=O)C(C)OC(=O)CNS(=O)(=O)c2ccc(Br)cc2Cl)cc1` (stereo not drawn) gave tim23-1 inh -9, APJ antag 10, TIM10 inh -2, CXCR6 inh 1, CHOP UPR activ -1.9, APJ agonist 4, Mdm2 MdmX PPI 2, XBP1 UPR activ -3 and tim10-1 inh -10.
`CCn1c(=O)cc(OCC(=O)Nc2nc(C)cs2)c2ccccc21` gave tim23-1 inh -2, APJ antag 11, TIM10 inh -12, CXCR6 inh -1, CHOP UPR activ 2.5, APJ agonist -1, Mdm2 MdmX PPI -9, XBP1 UPR activ 3 and tim10-1 inh -11.
For O=C(NCc1ccccn1)c1cc(S(=O)(=O)N2CCCCCC2)ccc1Cl the results were tim23-1 inh 7, APJ antag 2, TIM10 inh -5, CXCR6 inh 2, CHOP UPR activ -0.2, APJ agonist -9, Mdm2 MdmX PPI -3, XBP1 UPR activ -3 and tim10-1 inh 7.
Fc1ccc(N2N=C(c3cccs3)CC2c2ccco2)c(F)c1 (stereo not drawn) was read as tim23-1 inh 29, APJ antag 22, TIM10 inh 25, CXCR6 inh 2, CHOP UPR activ 0.2, APJ agonist -2, Mdm2 MdmX PPI 2, XBP1 UPR activ 4 and tim10-1 inh 24.
For Cc1nc(C(=O)N2CCCC(Nc3ccc(C)c(C)c3)C2)cs1 (stereo not drawn) the results were tim23-1 inh 26, APJ antag 9, TIM10 inh 9, CXCR6 inh -8, CHOP UPR activ 0.9, APJ agonist 7, Mdm2 MdmX PPI 7, XBP1 UPR activ -3 and tim10-1 inh 10.
For Cc1cccc(Cc2c(C)nc3nc(SCC(=O)NCc4ccco4)nn3c2C)c1 the results were tim23-1 inh 19, APJ antag -3, TIM10 inh 10, CXCR6 inh -16, CHOP UPR activ -2.8, APJ agonist 5, Mdm2 MdmX PPI -10, XBP1 UPR activ 1 and tim10-1 inh 32.
`O=C(Cn1cc(C(F)(F)F)cc(Cl)c1=O)Nc1cccc(S(=O)(=O)N2CCCCC2)c1` gave tim23-1 inh 5, APJ antag -1, TIM10 inh -5, CXCR6 inh 2, CHOP UPR activ -0.3, APJ agonist -3, Mdm2 MdmX PPI 20, XBP1 UPR activ -1 and tim10-1 inh 12.
For COCCNC(=O)Cn1cnc2ccc(S(=O)(=O)N3CCC(C)CC3)cc2c1=O the results were tim23-1 inh 1, APJ antag 2, TIM10 inh 8, CXCR6 inh -1, CHOP UPR activ 1.9, APJ agonist 1, Mdm2 MdmX PPI -23, XBP1 UPR activ 0 and tim10-1 inh -6.
For Clc1ccc(OCCn2ccnc2)c2ccccc12 the results were tim23-1 inh -1, APJ antag 21, TIM10 inh -7, CXCR6 inh -3, CHOP UPR activ -1.3, APJ agonist -4, Mdm2 MdmX PPI 10, XBP1 UPR activ -1 and tim10-1 inh 7.
`O=C(C1COc2ccccc2O1)N1CCN(c2ccccn2)CC1` (stereo not drawn) gave tim23-1 inh 8, APJ antag -15, TIM10 inh -3, CXCR6 inh -3, CHOP UPR activ 1.4, APJ agonist -6, Mdm2 MdmX PPI 4, XBP1 UPR activ -1 and tim10-1 inh 15.
For CN(C(=O)c1cccc(NC(=O)Cc2ccc([N+](=O)[O-])cc2)c1)C1CCCCC1 the results were tim23-1 inh 9, APJ antag -19, TIM10 inh -1, CXCR6 inh -8, CHOP UPR activ 0.7, APJ agonist 3, Mdm2 MdmX PPI 36, XBP1 UPR activ -1 and tim10-1 inh 16.
For O=C(CNC(=S)N(CCCN1CCOCC1)Cc1cccs1)N1CCCC1 the results were tim23-1 inh -1, APJ antag -11, TIM10 inh 1, CXCR6 inh -3, CHOP UPR activ -1.0, APJ agonist -1, Mdm2 MdmX PPI -38, XBP1 UPR activ 2 and tim10-1 inh 11.
Screening CCOc1cc(CNc2ccc3cn[nH]c3c2)ccc1OC returned tim23-1 inh 14, APJ antag -63, TIM10 inh 7, CXCR6 inh -5, CHOP UPR activ -2.6, APJ agonist 15, Mdm2 MdmX PPI 10, XBP1 UPR activ 7 and tim10-1 inh 17.
`O=C(NCc1ccccc1)c1ccc(-c2ccccc2F)o1` gave tim23-1 inh 47, APJ antag -4, TIM10 inh 24, CXCR6 inh 4, CHOP UPR activ 5.9, APJ agonist 3, Mdm2 MdmX PPI -128, XBP1 UPR activ 0 and tim10-1 inh 42*.
For Cn1cnnc1SCC(=O)c1ccc2c(c1)CCCC2 the results were tim23-1 inh 16, APJ antag 0, TIM10 inh 3, CXCR6 inh -7, CHOP UPR activ 1.5, APJ agonist 6, Mdm2 MdmX PPI -26, XBP1 UPR activ -4 and tim10-1 inh 1.
Nc1c2c(=O)oc(-c3ccccc3)cc2nn1-c1ccccc1 was read as tim23-1 inh 36, APJ antag 8, TIM10 inh 24, CXCR6 inh -2, CHOP UPR activ 5.5, APJ agonist -3, Mdm2 MdmX PPI -93, XBP1 UPR activ 9 and tim10-1 inh 14.
CCC(=O)NNc1nc2c(C)c(C)ccc2s1 was read as tim23-1 inh 11, APJ antag 5, TIM10 inh -8, CXCR6 inh -11, CHOP UPR activ -1.3, APJ agonist -1, Mdm2 MdmX PPI 9, XBP1 UPR activ 5 and tim10-1 inh 6.

An excerpt of the results above, for reference:
Nc1c2c(=O)oc(-c3ccccc3)cc2nn1-c1ccccc1 was read as tim23-1 inh 36, APJ antag 8, TIM10 inh 24, CXCR6 inh -2, CHOP UPR activ 5.5, APJ agonist -3, Mdm2 MdmX PPI -93, XBP1 UPR activ 9 and tim10-1 inh 14.
CCC(=O)NNc1nc2c(C)c(C)ccc2s1 was read as tim23-1 inh 11, APJ antag 5, TIM10 inh -8, CXCR6 inh -11, CHOP UPR activ -1.3, APJ agonist -1, Mdm2 MdmX PPI 9, XBP1 UPR activ 5 and tim10-1 inh 6.
